Screens: PubChem, several laboratories
STK33 inh: human STK33 kinase inhibition. hit rate 0.073% among 320,000. Q9BYT3. purified STK33, MBP phosphorylation, ADP-Glo luminescence. AID 2661. inhibition, % at 10 µM;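 active = inhibition at or above 25%, using the most active replicate where run in duplicate; inactive = inhibition below 25%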
Target sequence (Q9BYT3 whole entry, looked up): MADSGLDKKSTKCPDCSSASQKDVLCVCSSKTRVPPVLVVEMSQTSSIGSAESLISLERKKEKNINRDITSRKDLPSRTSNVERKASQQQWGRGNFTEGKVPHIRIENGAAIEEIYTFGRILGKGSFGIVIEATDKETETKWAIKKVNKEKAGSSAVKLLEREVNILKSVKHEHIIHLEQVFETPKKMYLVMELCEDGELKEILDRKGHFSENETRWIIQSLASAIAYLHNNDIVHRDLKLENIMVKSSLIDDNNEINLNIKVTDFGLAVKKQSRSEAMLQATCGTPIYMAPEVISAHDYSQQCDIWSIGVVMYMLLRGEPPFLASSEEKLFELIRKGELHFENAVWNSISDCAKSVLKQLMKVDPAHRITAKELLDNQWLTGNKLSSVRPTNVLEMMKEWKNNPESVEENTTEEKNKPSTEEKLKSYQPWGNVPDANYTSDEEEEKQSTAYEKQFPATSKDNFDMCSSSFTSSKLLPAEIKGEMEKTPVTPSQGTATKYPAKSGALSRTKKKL
CHT PAM: human CHT allosteric activation | Q9GZV3 | CHT-expressing cells, membrane potential dye, choline EC20; hits give high values; LV-AA mutant CHT in HEK293 cells | B-score at 10 µM | hit rate 0.49% among 310,000;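 active = initial fluorescence not abnormally high and integrated response B-score, plate-corrected, over 3 SD above library mean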
CHT block: inhibitors of human choline transporter CHT | Q9GZV3 | CHT-expressing cells, membrane potential dye, choline response; hits give low values | B-score at 10 µM | hit rate 0.86% among 310,000;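 active = B-score over 3 SD under the library average, and starting fluorescence ratio not unusually high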;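 also: choline stimulus applied at its EC90 after an EC20 pre-addition; B-score computed on integrated fluorescence ratio after choline addition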
* marks the source's active call; other numbers are inactive results; i = inactive; x = no result given. This is a random part of the collection; overall some 1.5% were active at least once.

Molecule	STK33 inh	CHT PAM	CHT block
CCOC(=O)C1CCCN(C(=O)c2cc(Cl)ccc2NC(=O)C2=C(C)OCCS2)C1 (stereo not drawn)	-1.0	i	i
Cc1cc(-c2ccc(/C=N/n3cnnc3)o2)c([N+](=O)[O-])cc1C	2.1	i	i
CC(C)OCCCNC(=O)C(NC(=O)c1ccc(Cl)cc1)C(C)C (stereo not drawn)	0.2	i	i
CN(C)/C=C/C(=O)c1ccc(Cl)s1	-1.3	i	i
CCOc1cccc(/C(O)=C2/C(=O)C(=O)N(CCOC)C2c2ccc(C)o2)c1 (stereo not drawn)	-1.4	i	i
CCCCOc1ccc(-c2nnc(N)s2)cc1	2.9	i	i
Cc1ccccc1-n1ncc2c1CC(C)(C)CC2NC(=O)CCN1Cc2ccccc2C1=O (stereo not drawn)	1.1	i	i
COc1ccccc1Nc1nc(-c2cccc([N+](=O)[O-])c2)nc2ccccc12	0.5	i	i
COc1ccc(CNc2nc3nc(C)c(Cl)c(=O)n3[nH]2)cc1OC	-0.4	i	i
CC1=NN(c2ccccc2)C(=O)C1C=Nc1ccccc1O (stereo not drawn)	22	i	-5.2*
O=C(NCCc1ccc2c(c1)OCCO2)c1cccc(F)c1	-0.8	i	i
CCN(c1ccccc1)S(=O)(=O)c1cc2c(cc1C)NC(=O)CO2	0.0	i	i
CC(C)Cc1nccs1	-2.8	i	i
CCOC(=O)c1cc2c(C)n(-c3ccc(OCC)cc3)c(C)c2cc(C(=O)OCC)c1=O	-0.9	i	i
Cc1ccc(-n2ncc3c(=O)n(CC(=O)NC4CCCCC4)cnc32)cc1C	-1.7	i	i
CCCNc1nc(N)nc(-c2cc(Cl)ccc2OC)n1	-2.0	i	i
CCOC(=O)c1ccccc1NC(=O)/C=C/C(=O)O	-0.5	i	i
NNC(=O)C1=NOC2COC3(CCN(c4ncccn4)CC3)OCC12 (stereo not drawn)	-0.5	i	i
O=C(CCC(=O)N1CCN(c2ccc(O)cc2)CC1)c1ccc(Br)cc1	-1.6	i	i
c1ccc(Cn2nnc(-c3ccccc3)n2)cc1	-4.0	i	i
CC(=O)c1c(O)cc2n(c1=O)-c1ccc(Cl)cc1C2(C)C	0.4	i	i
CC(Cl)C(=O)NN=C(c1ccccc1)c1ccccc1 (stereo not drawn)	x	i	i
COc1ccc2c(c1OC)C(=O)N1c3ccccc3COC21 (stereo not drawn)	-0.6	i	i
CCOc1ccc(CCNc2ccc3nnc(-c4ccccc4)n3n2)cc1OCC	-1.1	i	i
COCCCN1CN=C(Nc2nc3ccccc3o2)NC1	-1.8	i	i
CCOc1ccccc1NC(=O)c1ccc(C(=O)Nc2ccccc2OCC)nc1	-0.4	i	i
Cc1cc2cc(C(c3nnnn3Cc3ccccc3)N3CCc4ccccc43)c(=O)[nH]c2cc1C (stereo not drawn)	0.3	i	i
C=CCN1C(=O)/C(=C\c2ccc(C)cc2)N=C1SCC(=O)NCCC	-1.3	i	i
CCOCCCNC(=O)/C(C#N)=C/c1cc(C)c(O)c(C)c1	-1.8	i	i
O=C(Cc1ccccc1)Nc1ccc(N2CCOCC2)cc1	0.4	i	i
O=C(Nn1c(-c2ccncc2)nc2ccccc2c1=O)c1ccc(Br)cc1	-1.0	i	i
COC(=O)CSc1nnc(CNC(=O)c2ccc(S(=O)(=O)N3CCCCC3)cc2)n1C	-1.1	i	i
CCC(=O)N1CCc2cc(Br)cc(S(=O)(=O)N3CCC(C(=O)NCCCOC(C)C)CC3)c21	0.3	i	i
COc1ccc(Nc2ncccc2C(=O)NCc2ccccc2)cc1	-0.1	i	i
CC(C)Cc1nnc(NS(=O)(=O)c2ccc(Cl)cc2)s1	-0.3	i	i
COc1ccc(NC(=S)NNc2ccc(S(=O)(=O)Nc3ccccc3C(=O)O)cc2[N+](=O)[O-])cc1	1.9	i	i
Cc1cccc2cc(CN(Cc3cccnc3)C(=S)NCCCN(C)C)c(=O)[nH]c12	-5.0	i	i
COc1cccc2c1NC(C(=O)O)C1CC=CC21 (stereo not drawn)	6.2	i	i
O=S1(=O)CC(O)C(N2CCCCC2)C1 (stereo not drawn)	-1.4	i	i
CCN(CC(=O)Nc1c(F)cccc1F)C(=O)CCOc1ccc(C)cc1	-1.3	i	i
Cc1ccc(-c2csc3nc(SCC(N)=O)n(Cc4ccccc4)c(=O)c23)cc1	-2.5	i	i
COc1ccccc1C(=O)NC(=O)COc1cc(Cl)ccc1Cl	-0.8	i	i
Cc1cc(C(F)(F)F)c(C#N)c(SCC(=O)Nc2nc3ccccc3s2)n1	-1.1	i	i
CC1=NN(C(N)=S)C(=O)C1N=Nc1ccc(Cl)cc1 (stereo not drawn)	-0.4	i	i
COC(=O)c1c(-c2cccs2)csc1NC(=O)CSc1ncnc2sc(C)c(C)c12	0.7	i	i
Cc1nn(-c2ccccc2)c(C)c1C(=O)Nc1nnc(-c2ccco2)o1	-1.0	i	i
COc1ccc2oc(C(=O)OCC(=O)N(CCC#N)c3ccccc3)c(C)c2c1	-0.7	i	i
CC1=C(C(=O)OC(C)C)C(c2cccc(F)c2)n2ncnc2N1 (stereo not drawn)	-1.0	i	i
COc1cccc(C(=O)NCC(=O)OCC(=O)C(C)(C)C)c1	0.2	i	i
CCNC(=S)N(CCc1ccc(S(N)(=O)=O)cc1)C1CC(=O)N(c2ccccc2)C1=O (stereo not drawn)	-1.8	i	i
CCn1nc(C)cc1C(=O)N1CCCC(N2CCN(Cc3ccc4c(c3)OCO4)CC2)C1 (stereo not drawn)	-0.1	i	i
Cc1ccc(SC(C)C(=O)Nc2c(C)n(C)n(-c3ccccc3)c2=O)cc1 (stereo not drawn)	-2.4	i	i
O=C(OCC(=O)N1CCCCC1)c1cccc(NS(=O)(=O)c2ccccc2)c1	0.6	i	i
COc1ccc(Br)cc1S(=O)(=O)NCc1ccccn1	-0.7	i	i
CC(C)(C)c1ccc(OCC(=O)Nc2ccncc2)c(Br)c1	1.7	i	i
O=C(CNC(=O)c1ccccc1Br)N/N=C\c1cc([N+](=O)[O-])cc(Br)c1O	0.7	i	i
CN(C1CCCCC1)S(=O)(=O)c1cccc(C(=O)Nc2ccccn2)c1	-0.7	i	i
CC1(C)CCCC2=C1CC1C(=O)N(Cc3cccnc3)C(=O)C1C2 (stereo not drawn)	-0.6	i	i
CCOC(=O)C(NCc1ccc2c(c1)OCO2)(NC(=O)c1ccccc1)C(F)(F)F (stereo not drawn)	-2.8	i	i
Cc1cccc(C(=O)N(C)c2nnc(-c3ccncc3)s2)c1	12	i	i

Gathered by group: those above with a COOH group.
Molecule	STK33 inh	CHT PAM	CHT block
CCOC(=O)c1ccccc1NC(=O)/C=C/C(=O)O	-0.5	i	i
COc1ccc(NC(=S)NNc2ccc(S(=O)(=O)Nc3ccccc3C(=O)O)cc2[N+](=O)[O-])cc1	1.9	i	i
COc1cccc2c1NC(C(=O)O)C1CC=CC21 (stereo not drawn)	6.2	i	i

Following part:
Molecule	STK33 inh	CHT PAM	CHT block
COc1cccc(/C=N/Nc2ncnc3scc(-c4ccccc4)c23)c1O	-1.4	i	i
CCc1nnc(SCC(=O)Nc2ccccc2Cl)nc1CC	-1.9	i	i
Nc1ccc(S(=O)(=O)C(F)(F)F)cc1N	-0.6	i	i
CCCCn1c(N)c(N(CCC(C)C)C(=O)C2CC(=O)N(c3ccccc3OCC)C2)c(=O)[nH]c1=O (stereo not drawn)	-3.8	i	i
O=C(CC1NC(=O)NC1=O)Nc1ccc(Cl)cc1 (stereo not drawn)	0.2	i	i
O=C(COC(=O)c1cccc(O)c1)NC(=O)Cc1ccccc1	-1.5	i	i
CC(=O)c1sc(N/N=C/c2cccc(O)c2)nc1C	0.8	i	i
CCCN1CCC(=O)N([C@H](CSc2ccc(OC)cc2)c2ccccc2)CC1	-1.3	i	i
CC(CNC(=O)c1cccc(Br)c1)n1cncn1 (stereo not drawn)	-0.6	i	i
CC(=O)N1CCOc2ccc(S(=O)(=O)N3CCC(C(=O)Nc4cc(C)cc(C)c4)CC3)cc21	-1.3	i	i
CCOC(=O)N1CCN(C(=O)C(=O)c2cn(CC(=O)N3CCCCCC3)c3ccccc23)CC1	0.1	i	i
Cc1cccc(C)c1N1CCN(S(=O)(=O)N2CCCCC2)CC1	1.7	i	i
O=C(NCc1ccc(Cl)cc1)C(=O)N/N=C/c1ccc(Br)cc1	-0.6	i	i
CCOC(=O)c1ccc(NC(=S)NCc2cccnc2)cc1	-1.7	i	i
C=CCNc1nc2ccccc2nc1NS(=O)(=O)c1cccc(C)c1	-0.5	i	i

Entries of single compounds as entered above:
Profile of `CCCCn1c(N)c(N(CCC(C)C)C(=O)C2CC(=O)N(c3ccccc3OCC)C2)c(=O)[nH]c1=O` (stereo not drawn) = STK33 inh: -3.8; CHT PAM: i; CHT block: i
Profile of `CCCN1CCC(=O)N([C@H](CSc2ccc(OC)cc2)c2ccccc2)CC1` = STK33 inh: -1.3; CHT PAM: i; CHT block: i
Profile of `Cc1cccc(C)c1N1CCN(S(=O)(=O)N2CCCCC2)CC1` = STK33 inh: 1.7; CHT PAM: i; CHT block: i

New compounds follow
Molecule	STK33 inh	CHT PAM	CHT block
c1ccc(Cc2noc(CN3CCN(C4CCc5ccccc5C4)CC3)n2)cc1 (stereo not drawn)	-1.2	i	i
CC(C)N(Cc1ccccc1)C(=O)CN1C(=O)c2ccccc2C1=O	0.8	i	i
Cc1ccc(-n2cnc3sc(C)c(C)c3c2=O)cc1	-0.9	i	i
OCc1cn(-c2ccccc2)nc1-c1ccc2c(c1)OCCO2	0.2	i	i
C#CC(CC)(CC)NC(=O)NC1CCCCC1	0.8	i	i
COc1ccc(C(=O)N/N=C(\C)CC(=O)Nc2ccc(Cl)cn2)cc1	2.2	i	i
O=C(CN1CCCC1)N1CCCC(c2ccc(F)cc2)c2ccc(F)cc21 (stereo not drawn)	0.8	i	i
Cc1cccc2c1cnn2C(=O)Nc1ccccc1Br	-1.0	i	i
O=S(=O)(Nc1ccc(C(F)(F)F)cc1)c1cccs1	-1.8	i	i
Cc1ccc(-c2csc(N(CCO)CCCn3c(C(F)(F)F)nc4ccccc43)n2)cc1	-0.3	i	i
O=C1CCc2cc(S(=O)(=O)N3CCCC3C(=O)N3CCN(c4ccccc4F)CC3)ccc2N1 (stereo not drawn)	-2.1	i	i
Cc1ccc(S[C@@H](CCN2CC[C@H](C(C)(C)C)CCC2=O)c2ccccc2)cc1	-0.2	i	i
Cc1ccc(NC(=O)CC2COc3ccccc3O2)cc1 (stereo not drawn)	0.1	i	i
CS(=O)(=O)Nc1ccc(C(=O)Nc2ccccc2Sc2ccccc2)cc1	x	i	i
Cc1ccc(OCC(=O)Nc2ccc([N+](=O)[O-])cn2)cc1C	-1.0	i	i
CCN(CC)c1ccc(N=Cc2ccc(N(CC)CC)cc2O)cc1	-0.9	i	i
c1ccc2sc(NC3=NCN(Cc4ccc5c(c4)OCO5)CN3)nc2c1	0.3	i	i
COc1cc(SC)ccc1C(=O)NCC1CCCCC1	0.1	i	i
CCC(C)NC(=O)C1CCCN(C(=O)Nc2ccc(F)cc2)C1 (stereo not drawn)	0.0	i	i
COc1ccc(S(=O)(=O)Nc2ccccc2C(N)=O)cc1OC	-0.9	i	i
COc1ccc(C(=O)N2CCCC(CCC(=O)N3CCN(c4ccccn4)CC3)C2)cc1 (stereo not drawn)	-1.1	i	i
CCc1nc(C)cn1S(=O)(=O)c1cc(C)c(OC)cc1C	2.0	i	i
CCC(=O)Nc1ccc(C(=O)N/N=C/c2c(C)[nH]c3ccccc23)cc1	3.5	i	i
CC(=O)NN1C(=O)c2ccccc2NC1c1ccccc1F (stereo not drawn)	0.0	i	i
CCc1ccc(OCCCC(=O)Nc2cccc(C(=O)O)c2)cc1	0.5	i	i
C/C(=N\NC(=O)C1COc2ccccc2O1)c1ccc(N2CCOCC2)cc1 (stereo not drawn)	-1.1	i	i
O=C(CS(=O)(=O)c1ccc(Cl)c(Cl)c1)Nc1ccccc1Cl	-1.4	i	i
O=C(CN1C(=O)COc2ccc(S(=O)(=O)N3CCCC3)cc21)NC1CC1	6.0	i	i
Cc1ccccc1C(=O)NCCCNC(=O)c1cnccn1	-1.9	i	i
Cc1ccc(Oc2ccc(-c3nc(N)nc(N)n3)cc2)cc1C	-1.2	i	i
Cc1nc2ccccc2c2oc(C(=O)NCCCN3CCC(C)CC3)cc12	-2.7	i	i
CC(C)OCCCNC(=O)CCC(=O)NNc1nc2ccccc2c2nc(-c3ccccc3)nn12	-2.6	i	i
O=C(NC1CCCCC1)C(c1ccc(F)cc1)N(Cc1ccco1)C(=O)c1ccccn1 (stereo not drawn)	-2.1	i	i
Nc1nc(SCC(=O)NCCC(c2ccccc2)c2ccccc2)n[nH]1	-1.6	i	i
Cc1onc(-c2ccccc2)c1C(=O)Nc1nnc(N(C)Cc2ccccc2)s1	-4.2	i	i
